ADAM17 inh: ADAM17 inhibition, QFRET primary screen. P78536. recombinant ADAM17, EDANS/DABCYL FRET peptide cleavage. AID 720648. hit rate 0.83% among 370,000. inhibition, % at 6.95 µM;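 active = inhibition above the mean of compounds lying between control limits plus 3 SD, set per campaign, cut at about 8.5% in these data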;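 note: 0% = DMSO-only wells as the low control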
hgDAF12 agonist: activates the H. glycines DAF-12 receptor ligand-binding domain; AID 687014; activation, % at 6.8 µM; hit rate 1.8% among 370,000; HEK293 GAL4-hgDAF12 UAS-luciferase reporter, agonist luminescence; normalized to butyrate control;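 active = activation above a cutoff set at the mean of all screened compounds plus 3 SD, cut at about 10% in these data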;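 note: 0% = DMSO wells and 100% = sodium butyrate wells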
DAX1 inh-1: inhibits human nuclear receptor DAX1. P51843. HEK293 Gal4-DAX1 luciferase reporter, luminescence. inhibition, % at 6.75 µM. hit rate 0.99% among 340,000. AID 504766;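 active = inhibition above the mean over all tested compounds plus 3 SD, cut at about 4.2% in these data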;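 note: 0% = DAX1-transfected cells with DMSO and 100% = empty-vector control cells with DMSO; inhibition shows as a rise in luminescence from relieved DAX1 repression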
PLCg1 inh: inhibitors of human phospholipase C gamma1. hit rate 0.84% among 370,000. purified PLC-gamma1, fluorogenic substrate, fluorescence. AID 720700. inhibition, % at 12.2 µM; in the data active = inhibition above about 9.5%
Target sequence (P19174 whole entry, looked up): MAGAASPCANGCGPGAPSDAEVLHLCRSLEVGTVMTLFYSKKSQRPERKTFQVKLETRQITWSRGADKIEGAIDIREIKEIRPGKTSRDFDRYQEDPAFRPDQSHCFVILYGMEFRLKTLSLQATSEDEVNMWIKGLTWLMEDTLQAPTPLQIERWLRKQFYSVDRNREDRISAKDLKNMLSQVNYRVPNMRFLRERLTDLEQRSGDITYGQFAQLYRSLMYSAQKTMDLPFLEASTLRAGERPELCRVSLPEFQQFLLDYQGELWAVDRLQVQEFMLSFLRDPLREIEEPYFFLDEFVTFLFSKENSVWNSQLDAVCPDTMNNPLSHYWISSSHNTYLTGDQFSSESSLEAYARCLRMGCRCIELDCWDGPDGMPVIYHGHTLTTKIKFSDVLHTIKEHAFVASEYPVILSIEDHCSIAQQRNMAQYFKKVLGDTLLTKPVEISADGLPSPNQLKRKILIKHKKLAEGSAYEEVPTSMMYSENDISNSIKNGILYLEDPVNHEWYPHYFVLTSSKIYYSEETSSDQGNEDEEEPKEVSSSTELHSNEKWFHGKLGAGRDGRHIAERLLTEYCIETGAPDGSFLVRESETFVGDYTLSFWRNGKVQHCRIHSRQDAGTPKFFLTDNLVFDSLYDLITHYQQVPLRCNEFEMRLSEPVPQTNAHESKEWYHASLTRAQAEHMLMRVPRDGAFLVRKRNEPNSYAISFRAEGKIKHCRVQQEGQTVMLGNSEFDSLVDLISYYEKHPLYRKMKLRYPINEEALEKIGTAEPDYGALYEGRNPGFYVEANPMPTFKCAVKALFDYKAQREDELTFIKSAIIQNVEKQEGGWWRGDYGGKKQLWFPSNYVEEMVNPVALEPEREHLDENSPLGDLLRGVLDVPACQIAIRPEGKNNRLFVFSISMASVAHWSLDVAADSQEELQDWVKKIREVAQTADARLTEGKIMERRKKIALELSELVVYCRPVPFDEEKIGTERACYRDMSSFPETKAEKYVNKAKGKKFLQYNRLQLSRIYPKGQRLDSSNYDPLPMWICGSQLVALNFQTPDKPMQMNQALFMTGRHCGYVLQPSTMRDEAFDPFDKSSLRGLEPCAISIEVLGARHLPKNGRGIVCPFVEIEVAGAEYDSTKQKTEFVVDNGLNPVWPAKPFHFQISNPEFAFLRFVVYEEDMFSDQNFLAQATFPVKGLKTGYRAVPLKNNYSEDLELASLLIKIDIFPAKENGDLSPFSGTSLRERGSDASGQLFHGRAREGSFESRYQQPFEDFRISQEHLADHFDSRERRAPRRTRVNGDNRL
hcDAF-12 act: activates DAF-12 receptor from parasite H. contortus | activation, % at 6.8 µM | HEK293 hcDAF-12 lit1-tk-luc reporter, luminescence; 0% DMSO, 100% Δ7-dafachronic acid | hit rate 1.4% among 370,000;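 active = activation above the mean of all tested compounds plus 3 SD, cut at about 5.5% in these data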;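 note: 100% = response to 3 µM Δ7-dafachronic acid high control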
DAX1 inh-2: inhibitors of DAX1 repression of SF-1 activated StAR promoter | HEK293T StAR-luciferase reporter, SF-1/DAX-1 repression relief | hit rate 1.1% among 370,000 | inhibition, % at 6.8 µM | AID 652010;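 active = inhibition above the mean over all tested compounds plus 3 SD, cut at about 3.6% in these data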;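 note: 0% = DAX-1 cells with DMSO and 100% = cells lacking DAX-1 with DMSO; higher inhibition means more luminescence from relief of DAX-1 repression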
ADAM10 inh: inhibitors of human ADAM10. hit rate 0.62% among 370,000. recombinant ADAM10, EDANS/DABCYL FRET peptide cleavage, 3 h. O14672. inhibition, % at 7 µM;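 active = inhibition above a per-campaign cutoff equal to the mean of compounds falling between control-based bounds plus 3 SD, cut at about 20% in these data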;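 note: 0% = DMSO wells while the 100% control is not disclosed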
sPLA2-III inh: Inhibits HGIII-sPLA2 liposome hydrolysis, primary screen; QFRET BODIPY PC-A2 liposome hydrolysis, fluorescence; inhibition, % at 12.2 µM; hit rate 0.56% among 370,000;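 active = inhibition above mean plus 3 SD of compounds lying within the high and low control bounds, cut at about 19% in these data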;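 note: 0% = median of test compound wells and 100% = no enzyme DMSO wells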
GAA850 FXN act: frataxin GAA850 promoter activation; HEK293 lucGAA850 FXN promoter luciferase reporter, 24 h; percent of 10 µM SAHA response; activation, % at 6 µM; hit rate 0.56% among 360,000; AID 540364;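 active = activation above the average of all compounds screened plus 3 SD, cutoff fixed separately per campaign, cut at about 7.5% in these data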;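 note: 0% = DMSO wells and 100% = 10 µM SAHA wells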
PLC-beta3 inh: inhibitors of human phospholipase C beta3. Q01970. inhibition, % at 12.2 µM. Purified PLC-beta3, fluorogenic substrate, fluorescence. hit rate 0.18% among 370,000; in the data active = inhibition above about 11%;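 note: 0% = median of compound wells on plate and 100% = full blocker control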
ssDAF-12 act: activators of S. stercoralis DAF-12 nuclear receptor; hit rate 1% among 370,000; HEK293 ssDAF-12/GRIP1 lit1-tk-luc reporter, luminescence; % of 3 µM dafachronic acid response; activation, % at 6.8 µM;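 active = activation above the mean over all tested compounds plus 3 SD, cut at about 0.9% in these data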;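 note: 0% = DMSO-only wells and 100% = 3 µM delta7-dafachronic acid wells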
Numbers without * were called inactive; . = no result given. Compounds as they come. About 6.9% of those tested had a hit in this group.

SMILES	ADAM17 inh	hgDAF12 agonist	DAX1 inh-1	PLCg1 inh	hcDAF-12 act	DAX1 inh-2	ADAM10 inh	sPLA2-III inh	GAA850 FXN act	PLC-beta3 inh	ssDAF-12 act
COc1ccc(-c2onc3ccc(Cl)cc23)cc1	-1	0.5	0.4	-8	-1.6	-0.2	-3	-2	1.2	-13	-1.2
CC1CCCN(CC(=O)Nc2ccc(S(=O)(=O)N3CCCCCC3)cc2)C1 (stereo unspecified)	2	-2.7	0.1	0	-2.3	0.1	9	-10	2.4	3	-0.9
CN(C)c1cccc(C(=O)Nc2nnc(Cc3ccccc3)s2)c1	-11	5.1	0.5	-95	-2.4	0.4	-37	-4	0.1	-138	-1.1
COc1cc(-n2c(C)nc3cc(C(=O)O)ccc32)cc(OC)c1OC	-5	-2.2	-0.5	0	1.3	0.0	-1	4	0.6	-8	-1.1
CCC(C)[C@H](NC(=O)Nc1ccc(S(N)(=O)=O)cc1)C(=O)OC (stereo partly specified)	-2	2.9	-0.6	2	-1.2	0.5	2	-4	-0.2	-1	-0.9
CSc1ncccc1C(=O)Nc1ccc(S(=O)(=O)Nc2nccs2)cc1	0	-1.6	-1.2	-3	-0.8	0.1	2	-17	3.7	2	-1.1
COc1c2c(nc3occc13)C(CCC(C)(C)O)(OC)C(O)CC2 (stereo unspecified)	-1	0.3	0.7	0	-1.1	0.2	5	1	-0.2	-3	-0.6
N#C/C(=N\O)c1nc2ccccc2s1	-6	2.6	2.7	-5	1.1	-0.1	-7	0	-0.2	-5	-0.8
CC(NC(=O)COC(=O)COc1cccc2c1OC(C)(C)C2)c1ccccc1 (stereo unspecified)	-1	1.2	0.3	0	0.8	-0.8	-6	-1	1.8	-4	-0.9
O=C1CCCCC1CCS(=O)(=O)NCc1ccccc1 (stereo unspecified)	-1	0.6	.	-2	0.8	0.8	-2	1	.	1	-1.1
O=C(Nc1ccc2oc(-c3ccccc3F)nc2c1)c1cncc(Br)c1	-7	0.9	1.2	-7	0.4	1.8	-10	-3	0.7	-6	-1.0
COc1ccc(OC)c(NC(=O)CSC2=NN3CCCC(=O)N=C3S2)c1	0	-1.2	-0.3	-1	-2.5	-0.5	-7	-4	-1.0	-2	-1.3
Cc1cc(C)n(-c2nc3ccccc3nc2N2CCCCCC2)n1	0	4.3	0.1	-16	-0.5	-0.4	2	-9	0.3	-21	-1.0
CC1CC(C)CN(CCOc2cccc3ccccc23)C1 (stereo unspecified)	-1	1.2	-0.1	-2	0.1	-0.2	-3	2	3.8	-5	-1.7
CC(=O)c1ccc(NC(=O)C(C)OC(=O)/C=C/c2ccco2)cc1 (stereo unspecified)	1	1.5	-0.7	-11	-1.9	-1.3	5	-12	-2.4	-15	-1.6
O=C(c1cc(=O)[nH]c2ccccc12)N1CC=C(c2ccccc2)CC1	-12	-3.3	-1.2	-21	-0.9	-1.7	-40	0	3.0	-18	-0.4
COc1ccc2oc(C(=O)OCC(=O)N(CCC#N)c3ccccc3)c(C)c2c1	-39	0.3	-0.3	-34	-0.8	-0.7	-141	-4	1.0	-63	-0.8
CCNC(=S)N(CCc1ccc(S(N)(=O)=O)cc1)C1CC(=O)N(c2ccccc2)C1=O (stereo unspecified)	3	-1.2	-1.2	1	-0.5	0.1	3	-34	2.0	4	-0.9
COc1cccc(C(=O)NCC(=O)OCC(=O)C(C)(C)C)c1	0	-1.4	-1.2	-4	0.7	0.8	3	4	-0.2	3	-1.3
CC1=C(C(=O)OC(C)C)C(c2cccc(F)c2)n2ncnc2N1 (stereo unspecified)	-2	-0.7	-0.5	5	-1.8	0.8	-4	3	-1.7	0	-0.9
CCn1nc(C)cc1C(=O)N1CCCC(N2CCN(Cc3ccc4c(c3)OCO4)CC2)C1 (stereo unspecified)	-2	-0.3	-0.2	2	-3.2	-0.6	-1	-4	0.6	-4	-1.4
Cc1ccc(SC(C)C(=O)Nc2c(C)n(C)n(-c3ccccc3)c2=O)cc1 (stereo unspecified)	1	0.2	-0.1	-1	-1.6	0.0	-1	-1	2.6	3	-0.8
COCCN1C(=O)CSCC1(C)C(=O)Nc1c(C)cccc1C (stereo unspecified)	-1	-1.3	.	3	-0.1	0.0	-17	9	.	1	-0.9
c1cc(N2CCCC2)ccc1C(c1nnnn1C1CCCCC1)N1CCOCC1 (stereo unspecified)	0	-1.1	-0.2	-33	-1.8	-0.8	-13	3	1.1	-41	-1.4
O=C(CCS(=O)(=O)c1cccs1)Nc1ccc(C(=O)NCc2cccs2)cc1	-5	3.4	-0.5	6	-0.9	-0.1	-13	-7	2.6	-2	-1.0
Cc1ccc(CNC(=O)Cn2ccc3cc(S(=O)(=O)N4CCCCCC4)ccc32)cc1	8.8*	1.4	0.3	3	0.6	0.0	3	-2	1.7	-2	-1.3
CCc1ccc(C(=O)N2CCCN(C)CC2)s1	-3	3.8	2.3	-3	0.3	1.5	-4	2	-0.2	-3	-0.8
O=C(OCC(=O)N1CCCCC1)c1cccc(NS(=O)(=O)c2ccccc2)c1	2	2.4	1.8	-1	-0.1	-0.4	-1	-4	0.5	-9	-0.8
C=CCn1c(C)nc2c(cnn2-c2ccccc2)c1=O	0	-0.6	0.0	0	-0.8	-0.7	-1	-6	0.1	-3	-0.3
COc1ccc(Br)cc1S(=O)(=O)NCc1ccccn1	-2	1.7	2.4	-4	-1.5	0.3	-11	16	1.2	-9	-0.1
CCOc1ccc2nc(NC(=O)CSc3nc(SC)ns3)sc2c1	-1	3.5	-0.4	0	6.1*	0.5	2	-29	5.5	-1	-0.1
CC(C)[C@H](NS(=O)(=O)c1ccc(Cl)cc1)C(=O)OCC(=O)c1c(N)n(C)c(=O)n(C)c1=O	-2	-3.8	-0.6	-1	-2.3	-2.9	-11	2	1.2	-8	-1.5
Cc1ccc(-c2csc3nc(SCC(N)=O)n(Cc4ccccc4)c(=O)c23)cc1	-2	1.0	-0.7	3	-0.4	0.1	7	-17	-1.8	-2	-1.3
COc1ccccc1C(=O)NC(=O)COc1cc(Cl)ccc1Cl	-2	0.6	-1.1	-1	0.9	-0.4	0	10	2.1	-6	-0.2
Cc1cc(C(F)(F)F)c(C#N)c(SCC(=O)Nc2nc3ccccc3s2)n1	-3	-12	2.4	-168	-0.8	-1.1	-5	-5	-8.1	-196	-2.0
CC1=NN(C(N)=S)C(=O)C1N=Nc1ccc(Cl)cc1 (stereo unspecified)	-3	11*	2.5	-1	5.1	1.3	5	-2	2.7	-5	0.4
Cc1ccc(/C=C2\SC(=S)N(CCC(=O)Nc3cccnc3)C2=O)cc1	-4	4.3	0.1	5	-0.5	-1.3	-13	8	-1.0	-6	-1.1
CCOc1ccccc1C(=O)Nc1ccc(S(=O)(=O)Nc2nccc(C)n2)cc1	-2	-1.6	0.3	-2	6.2*	-0.1	4	-5	3.4	-7	-0.1
COC(=O)c1c(-c2cccs2)csc1NC(=O)CSc1ncnc2sc(C)c(C)c12	-2	-1.8	1.1	2	-0.2	-0.2	-3	0	0.8	-2	-0.8
Cc1nn(-c2ccccc2)c(C)c1C(=O)Nc1nnc(-c2ccco2)o1	0	2.1	0.1	1	0.1	-0.4	-9	0	0.5	0	-1.8
C=CCNC(=O)c1ccccc1SCc1c(C)noc1C	0	1.1	0.0	1	-0.9	0.2	-5	-2	2.3	-5	-1.6
O=C(ONC(=O)C1CCCCC1C(=O)NOC(=O)c1ccccc1)c1ccccc1 (stereo unspecified)	-2	-2.4	-2.2	0	2.0	-1.1	-8	-4	-5.4	3	-1.5
Nc1ccc(S(=O)(=O)C(F)(F)F)cc1N	-2	-0.7	-0.5	-2	0.1	-0.8	-3	-6	1.1	-5	-1.3
CCCCn1c(N)c(N(CCC(C)C)C(=O)C2CC(=O)N(c3ccccc3OCC)C2)c(=O)[nH]c1=O (stereo unspecified)	2	0.7	0.1	1	-0.7	-0.4	-11	-2	0.5	0	-1.1
O=C(CC1NC(=O)NC1=O)Nc1ccc(Cl)cc1 (stereo unspecified)	4	1.7	-0.1	7	-0.3	-0.3	-2	5	2.0	3	-1.3
O=C(COC(=O)c1cccc(O)c1)NC(=O)Cc1ccccc1	4	-1.3	0.2	8	-0.4	1.4	2	-7	1.3	-2	-1.0
CCN(CC)c1ccc(NC(=O)CCS(=O)(=O)c2cccc3nsnc23)c(C)c1	-1	-3.1	-0.4	2	-1.8	0.2	2	2	-0.2	-5	-1.2
CC(=O)c1sc(N/N=C/c2cccc(O)c2)nc1C	-12	12*	-0.1	-133	7.1*	-0.1	-52	-9	-0.5	-163	-0.4
CCCN1CCC(=O)N([C@H](CSc2ccc(OC)cc2)c2ccccc2)CC1	-3	5.9	1.0	-11	2.3	0.7	-18	1	2.5	-22	-0.7
CC(CNC(=O)c1cccc(Br)c1)n1cncn1 (stereo unspecified)	-2	-0.7	-0.5	1	-2.0	-0.7	-1	2	1.9	-10	-1.2
O=C(CCC(=O)N1CCCC(Nc2ccccc2)C1)c1ccc(F)cc1 (stereo unspecified)	6	-2.9	-0.6	6	-2.1	-0.1	2	8	-1.6	-1	-1.6
CC(=O)N1CCOc2ccc(S(=O)(=O)N3CCC(C(=O)Nc4cc(C)cc(C)c4)CC3)cc21	0	1.9	0.0	1	-0.2	0.7	-7	-2	1.1	-6	-1.0
CCOC(=O)N1CCN(C(=O)C(=O)c2cn(CC(=O)N3CCCCCC3)c3ccccc23)CC1	-2	-1.3	0.1	-4	-0.7	-0.4	-12	3	2.3	-15	-1.2
CCN1C(=O)[C@@H]2[C@@H](c3ccc(-c4ccc5c(c4)OCO5)c(OC)c3)N3CCCC[C@@]3(C(=O)OC)[C@@H]2C1=O	-3	-0.2	0.7	3	-0.8	-0.5	-8	-2	-0.2	-2	-1.5
CC(C)(C)c1ccc(OCC(=O)Nc2ccncc2)c(Br)c1	3	1.4	-1.8	-1	-0.3	-1.2	19	-7	1.6	-9	-1.9
O=C(CNC(=O)c1ccccc1Br)N/N=C\c1cc([N+](=O)[O-])cc(Br)c1O	1	1.7	-0.6	-1	-1.5	-0.3	10	-8	-1.6	-4	-1.1
CC1(C)CCCC2=C1CC1C(=O)N(Cc3cccnc3)C(=O)C1C2 (stereo unspecified)	-2	-1.3	-2.2	-10	-1.7	-0.1	-9	-8	-2.2	-10	-1.5

Entries from the list above that contain a tert-butyl group:
SMILES	ADAM17 inh	hgDAF12 agonist	DAX1 inh-1	PLCg1 inh	hcDAF-12 act	DAX1 inh-2	ADAM10 inh	sPLA2-III inh	GAA850 FXN act	PLC-beta3 inh	ssDAF-12 act
COc1cccc(C(=O)NCC(=O)OCC(=O)C(C)(C)C)c1	0	-1.4	-1.2	-4	0.7	0.8	3	4	-0.2	3	-1.3
CC(C)(C)c1ccc(OCC(=O)Nc2ccncc2)c(Br)c1	3	1.4	-1.8	-1	-0.3	-1.2	19	-7	1.6	-9	-1.9

Screens (PubChem BioAssay)
